zVAD death inh: blocks zVAD induced death of L929 cells; L929 zVAD necroptosis rescue, ATP luminescence, 24 h; with zVAD 60 µM; viability rescue, % at 10 µM; 220,000 tested, 0.38% active;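 active = activation, scaled between plate controls, above about 75%, limit read from the data; inactive = activation under that limit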;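 note: 0% = zVAD with DMSO and 100% = DMSO alone without zVAD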
thrombin 1536: inhibitors of human thrombin; inhibition, % at 5 µM; alpha-thrombin, Boc-VPR-AMC fluorogenic substrate cleavage; P00734; 220,000 tested, 0.26% active;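 active = inhibition at or above 40%; inactive = inhibition below 40%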;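 note: 0% = enzyme with no compound and 100% = wells without enzyme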
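Material: human alpha-thrombin enzyme / Medium: pH 7.5 Tris (50 mM) with NaCl 150 mM, Tween 20 0.05% / Compound: single-point dosing at 5 µM, 0.2% DMSO / Incubation: enzyme reaction carried out at room temperature / Detection: AMC fluorescence, 355/460 nm / Read-out basis: percent inhibition scaled between no-compound controls and no-enzyme blanks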
FXIIa inh: factor XIIa (human) inhibition | P00748 | purified FXIIa, Boc-QGR-AMC fluorogenic substrate, 2 h | inhibition, % at 5 µM | 220,000 tested, 0.3% active | AID 800; in the data active = inhibition above about 40%;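 note: 0% = enzyme with no compound and 100% = blank without enzyme; many of its hits are not listed in these tables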
Cl transport mod: modulates chloride dependent transport by human KCC2 | Q9H2X9 | AID 1456 | B-score of Tl+ flux slope (higher = more flux/activation; lower = inhibition) at 10 µM | 190,000 tested, 2.2% active | KCC2 cells, thallium flux FluoZin-2 fluorescence;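 active = thallium flux slope and its plate-corrected score both differing from the plate sample mean at a set confidence after two filtering rounds, in either direction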;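 note: slope of fluorescence scaled to starting intensity during 10 to 20 s after thallium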
FXIa inh: blocks human coagulation factor XIa protease activity. inhibition, % at 5 µM. purified FXIa, Boc-Glu-Ala-Arg-AMC fluorogenic substrate. 220,000 tested, 0.14% active. P03951. AID 798;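 active = inhibition of at least 40%; inactive = inhibition below 40%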;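 note: fluorescence of freed AMC excited at 355 nm; 0% = enzyme without compound and 100% = no enzyme blank; many of its hits are not listed in these tables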
TNF death inh: blocks TNF-alpha induced death of Jurkat FADD-/- cells. Jurkat FADD-/- TNF necroptosis rescue, ATP luminescence, 24 h; 0 = TNF only, 100 = no-TNF cells. activation (protection from cell death), % at 10 µM. 220,000 tested, 0.068% active;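 active = activation, meaning protection from cell death, of at least 50% relative to plate controls; inactive = activation below 50%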;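 note: necroptosis triggered by 40 ng/mL TNF-alpha added together with compound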
KLK5 inh: blocks human kallikrein 5 protease activity; Q9Y337; recombinant hK5, fluorogenic AMC substrate cleavage; inhibition, % at 5 µM; 210,000 tested, 0.59% active;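 active = inhibition of 40% or more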;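 note: 0% = enzyme controls without compound and 100% = no-enzyme blanks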
Target sequence (Q9Y337 67-293 limits assumed): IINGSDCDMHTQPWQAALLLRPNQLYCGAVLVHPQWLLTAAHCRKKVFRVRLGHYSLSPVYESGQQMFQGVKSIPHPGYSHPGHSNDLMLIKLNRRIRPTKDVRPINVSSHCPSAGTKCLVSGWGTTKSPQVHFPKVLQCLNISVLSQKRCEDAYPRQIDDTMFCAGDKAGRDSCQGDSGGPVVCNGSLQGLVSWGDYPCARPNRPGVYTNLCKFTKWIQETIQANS
Hck-Nef inh: inhibitors of human Hck kinase activated by Nef. P08631. Recombinant Hck-YEEI plus Nef, Z-Lyte FRET kinase assay. inhibition, % at 20 µM. 220,000 tested, 0.68% active. AID 463187;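 active = Hck-Nef kinase inhibition above about 50%, limit read from the data; inactive = inhibition below that limit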;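 note: 0% = DMSO with Hck plus Nef and 100% = Hck alone without Nef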
Target sequence (P08631 whole entry, looked up): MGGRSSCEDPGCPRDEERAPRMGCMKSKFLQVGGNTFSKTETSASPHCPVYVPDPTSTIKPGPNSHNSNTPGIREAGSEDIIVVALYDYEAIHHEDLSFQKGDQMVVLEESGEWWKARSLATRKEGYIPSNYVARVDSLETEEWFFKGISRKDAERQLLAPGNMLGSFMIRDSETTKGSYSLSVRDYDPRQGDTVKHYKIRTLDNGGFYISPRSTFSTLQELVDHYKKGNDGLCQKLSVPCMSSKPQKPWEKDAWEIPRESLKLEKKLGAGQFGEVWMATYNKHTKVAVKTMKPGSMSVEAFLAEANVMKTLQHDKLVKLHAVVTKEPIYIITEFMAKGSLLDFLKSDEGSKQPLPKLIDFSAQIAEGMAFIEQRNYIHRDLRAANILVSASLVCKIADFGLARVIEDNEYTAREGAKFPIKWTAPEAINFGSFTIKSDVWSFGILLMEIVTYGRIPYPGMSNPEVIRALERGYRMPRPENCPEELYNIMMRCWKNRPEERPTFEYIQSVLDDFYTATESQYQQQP
Rad51 HR inh: Rad51 (human) homologous recombination inhibition; hRad51 DNA strand exchange, fluorescence dequenching; 200,000 tested, 0.085% active; inhibition, % at 10 µM; AID 1385;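 active = inhibition above 40% at the single screening dose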;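 note: 0% = DMSO control wells and 100% = blanks with heterologous ssDNA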
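Material: human Rad51–ssDNA filaments; Probe or stimulus: labelled 47-mer dsDNA for strand exchange; Doses: single 10 µM dose; Incubation: 37 °C 15-min filament assembly, 30-min compound preincubation, 15-min exchange; Technique: FRET fluorescence dequenching, excitation 485 nm, emission 520 nm; Measure: Fluorescence-based percent inhibition, control- and blank-normalised; Benchmarks: plate control and blank wells.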
* marks the source's active call; other numbers are inactive results; i = inactive; . = no result given. Some of the compounds tested, so the mix of outcomes need not match the whole.

(1) Cn1cc(/C=C2\SC(=S)N(N3CCOCC3)C2=O)c2ccccc21
(2) CN(CCOc1ccccc1)CC(=O)Nc1ccc([N+](=O)[O-])cc1Cl
(3) Cc1ccc2nc(-c3ccc(SCC(=O)N4CCc5ccccc54)nc3)[nH]c2c1
(4) Cc1cccc(NC(=O)C2CCN(S(=O)(=O)c3cccs3)CC2)c1
(5) Cc1cc(C)n(CCC(=O)N=Nc2c(O)[nH]c3ccccc23)n1
(6) O=C(O)c1ccc(CNCc2ccc(Cl)cc2)cc1
(7) CN(C)c1ccc(C2OC(=O)C(C)(C)C(=O)C2(C)C)cc1 (stereo not drawn)
(8) Cc1ccc(CNC(=O)c2cc3c(-c4ccc(Cl)cc4)nn(C)c3s2)o1
compound no.	1	2	3	4	5	6	7	8
zVAD death inh	-0.1	1.4	17	0.5	-0.2	0.3	-0.1	0.7
thrombin 1536	2	-4	-6	-5	-2	-1	-4	-7
FXIIa inh	13	9	9	6	10	1	0	-1
Cl transport mod	0.41	-0.66	-0.25	-1.1	-1	1.1	0.075	.
FXIa inh	7	4	5	-7	2	3	-8	-16
TNF death inh	1.2	1.7	3.1	0.7	1.9	1.3	-1.1	-0.5
KLK5 inh	4	0	-8	-1	2	-4	-11	-1
Hck-Nef inh	33	22	4	4	23	0	1	3
Rad51 HR inh	.	0	.	.	.	-7	2	5

(9) C(=C\c1ccc2ccccc2n1)/c1ccccc1
(10) Cc1cc(Br)cc(C)c1NC(=S)NC(=O)CC(C)C
(11) CCSc1nnnn1-c1ccccc1
(12) CCc1ccc2oc(=O)cc(CN3CCC(C)CC3)c2c1
(13) N#Cc1ccccc1NC(=O)CSc1nnc(-c2ccccc2)n1-c1ccccc1
(14) C=C(C)Cn1c(CNC(C)=O)nc2ccccc21
(15) CSC1=N/C(=C\c2ccc(C)cc2)C(=O)S1
(16) COC(=O)C1=C(C)NC(=O)CC1c1ccc(C(=O)OC)cc1 (stereo not drawn)
compound no.	9	10	11	12	13	14	15	16
zVAD death inh	-0.5	-0.7	0.1	0.0	0.0	2.1	0.6	1.2
thrombin 1536	-4	0	-5	8	-3	-9	5	2
FXIIa inh	3	11	9	18	10	9	15	11
Cl transport mod	-0.19	0.44	0.75	0.62	-0.48	1.1	-0.0013	.
FXIa inh	-1	-5	-3	2	-13	-3	2	9
TNF death inh	-3.5	1.7	-1.3	0.0	-2.6	0.8	-0.3	1.0
KLK5 inh	-2	-23	-20	1	-29	-5	4	-5
Hck-Nef inh	24	-20	36	0	2	-3	1	-1
Rad51 HR inh	-1	-11	-4	-8	2	3	-1	-3

(17) COc1ccc(C(=O)NC2CCCCCC2)cc1S(=O)(=O)Nc1ccc(Br)cc1
(18) CCNC(=O)C1CCCN1S(=O)(=O)c1ccc(OC)cc1 (stereo not drawn)
(19) CCCCCn1c(SCCc2ccccc2)nc2c1c(=O)[nH]c(=O)n2C
(20) COc1ccc2cc(-c3nc4ccccc4n3C)c(=O)oc2c1
(21) Cc1ccc[n+](CC(=O)Nc2cc(C(F)(F)F)ccc2N2CCOCC2)c1
(22) CCOC(=O)C1CCN(Cc2cc(=O)n3c(-c4ccccc4)csc3n2)CC1
(23) CCCSc1cc(N2CCOCC2)nc(-c2ccccc2Cl)n1
(24) C/C(=N\NC(=O)CNc1ccccc1)c1ccccc1
compound no.	17	18	19	20	21	22	23	24
zVAD death inh	0.5	0.1	-0.2	-0.6	1.5	1.8	0.5	10
thrombin 1536	-3	-6	3	-4	-8	-9	-11	-7
FXIIa inh	8	-9	14	-9	0	2	-5	3
Cl transport mod	0.00088	-0.24	0.38	0.64	-0.19	-0.35	0.0044	-0.19
FXIa inh	-4	-11	-4	-8	-4	-3	-1	-6
TNF death inh	0.4	0.7	-7.0	-4.4	1.1	2.3	-0.3	1.6
KLK5 inh	3	-2	-13	-24	-10	-3	-4	-1
Hck-Nef inh	2	0	1	2	13	25	1	29
Rad51 HR inh	4	1	2	-6	-2	-2	9	-5

(25) CC1=C(c2ccccc2)C(=S)NC(C)(C)C1
(26) Nc1cccc2[nH]c(C(F)(F)F)nc12
(27) O=C(OCCN1C(=O)c2ccccc2C1=O)c1cc(S(=O)(=O)N2CCOCC2)ccc1F
(28) Cc1cccc(NC(=O)Cn2cnc3sc(C)c(S(=O)(=O)N4CCC(C)CC4)c3c2=O)n1
(29) CCOC(=O)c1c(C)[nH]c(NC(=O)N2CCOCC2)c1C
(30) CCCCCCNC(=O)C(=O)NCCc1ccc(Cl)cc1
(31) COc1cccc(-n2nnc3c(=O)n(CC(=O)NCC4CCCO4)cnc32)c1 (stereo not drawn)
(32) c1ccc(CN2CCN(CCOCCOc3ccc4c(c3)CCC4)CC2)cc1
compound no.	25	26	27	28	29	30	31	32
zVAD death inh	-0.3	1.0	0.2	-0.7	2.0	4.8	-0.2	-0.6
thrombin 1536	-2	-6	1	2	4	-5	-3	-4
FXIIa inh	6	-2	11	8	4	4	8	6
Cl transport mod	0.24	1.1	0.022	-0.97	0.65	-0.16	.	1.1
FXIa inh	5	0	-6	7	5	-3	1	-3
TNF death inh	-0.8	1.6	-7.0	0.6	2.0	-0.5	0.9	0.1
KLK5 inh	3	-4	1	-29	-15	2	-5	.
Hck-Nef inh	13	0	1	0	-3	21	0	2
Rad51 HR inh	0	-3	-1	-4	6	-10	0	7

(33) Fc1cccc(F)c1-n1c(CN2CCCC2)csc1=S
(34) O=[N+]([O-])c1cccc(/C=N/Nc2ccccn2)c1
(35) CCC(C)(C)NC(=O)C(c1ccncc1)N(Cc1ccc(C)cc1)C(=O)c1csnn1 (stereo not drawn)
(36) CN(C(=O)Nc1ccccc1)C1CCS(=O)(=O)C1 (stereo not drawn)
(37) CCOc1cc(/C=N/NC(=O)COc2ccc(Cl)cc2)ccc1OS(=O)(=O)c1ccccc1
(38) COc1ccc(Nc2ccc(OC)cc2)cc1
(39) CCOC(=O)c1sc(NC(=O)CSc2nc3c(c(=O)n2-c2ccc(F)cc2)SCC3)c(C(=O)OCC)c1C
(40) CCOC1=C/C(=C/c2c(N)n3nc(S(=O)(=O)CC)sc3nc2=O)C=CC1=O
compound no.	33	34	35	36	37	38	39	40
zVAD death inh	-0.4	26	0.7	1.5	0.7	1.7	.	2.8
thrombin 1536	-8	13	0	-2	4	-3	-1	-5
FXIIa inh	3	3	15	6	15	5	15	5
Cl transport mod	-0.02	-2	-0.17	0.22	-0.56	0.34	0.083	-1.1
FXIa inh	-4	0	10	2	1	2	8	1
TNF death inh	0.1	23	0.4	-0.2	1.0	12	-1.5	-1.3
KLK5 inh	-3	-2	-13	-7	-2	-1	-2	-2
Hck-Nef inh	-5	19	-2	-24	-23	-16	10	8
Rad51 HR inh	7	-4	6	4	-3	-3	1	i

(41) O=C(c1c[nH]c2ccccc12)C(O)C(c1ccccc1)N1CCOCC1 (stereo not drawn)
(42) CCC(CC)C(=O)Nc1cc([N+](=O)[O-])ccc1Cl
(43) O=C(O)C1=C(C(=O)N2CCN(C(=O)c3ccco3)CC2)CCCC1
(44) COc1ccc(NC(=O)C2C(=O)N(C)C3(C)CC2c2ccccc2O3)cc1 (stereo not drawn)
(45) N=C1c2ccccc2CN1NC(=O)CC12CC3CC(CC(C3)C1)C2
(46) CCNc1nc(SCCOc2ccccc2)nc(N(C)C)n1
(47) O=[N+]([O-])c1cc(C(F)(F)F)c(Cl)cc1N1CCN(CCO)CC1
(48) COc1ccc(Cl)cc1N/C(N)=N/c1nc(C)cc(C)n1
compound no.	41	42	43	44	45	46	47	48
zVAD death inh	-1.2	0.5	0.8	-0.1	0.1	0.0	-1.2	-0.6
thrombin 1536	7	0	3	0	-3	3	-12	-14
FXIIa inh	19	10	20	7	6	16	6	0
Cl transport mod	0.91	-0.4	1.5	1	0.37	.	0.98	0.14
FXIa inh	0	6	2	-2	-1	-1	4	-4
TNF death inh	-0.3	0.9	0.8	-1.9	2.0	-1.1	1.0	3.1
KLK5 inh	-9	-16	-17	-2	-12	-13	-11	-2
Hck-Nef inh	9	3	2	0	2	2	2	23
Rad51 HR inh	9	0	.	4	-8	-4	-8	5

(49) Cc1cc(N2CCN(C)CC2)nc(-c2ccccc2O)n1
(50) O=C(CCn1cccc(C(F)(F)F)c1=O)Nc1cccc(C(F)(F)F)c1
(51) O=c1c(Br)c(Br)cnn1-c1ccccc1
(52) Cc1cc(C)c(NC(=O)CN2C(=O)NC3(CCOc4ccccc43)C2=O)c(C)c1 (stereo not drawn)
(53) COc1ccc(C(=O)NNC(=O)CSc2ccccc2)cc1
(54) Cc1cc(Br)c(OCc2ccc(C(=O)N/N=C3\CC(=O)CC(C)(C)C3)cc2)c(Br)c1
(55) CC1CC(=S)Nc2ccccc2S1 (stereo not drawn)
(56) Cc1csc(NC(=O)c2cccc(C)c2C)n1
compound no.	49	50	51	52	53	54	55	56
zVAD death inh	0.6	0.7	-3.3	0.9	0.3	1.0	-0.6	-0.2
thrombin 1536	-8	-4	4	-3	-3	-7	2	-1
FXIIa inh	0	1	1	-1	2	0	16	14
Cl transport mod	0.34	0.13	-2.7	-0.77	1.2	-0.59	2.3	-0.89
FXIa inh	-8	-4	1	-4	-2	-6	2	3
TNF death inh	9.2	3.2	-15	-1.4	0.7	1.1	-1.1	-2.5
KLK5 inh	13	2	-18	4	-21	-32	-9	-1
Hck-Nef inh	3	7	1	6	5	1	11	0
Rad51 HR inh	-2	-9	16	1	.	.	-2	-1

(57) Cc1nn(-c2ccccc2)c(N2CCCC2)c1/C=N/NC(=O)c1cc(-c2cccnc2)nc2ccccc12
(58) CC(C)C(C(=O)O)N1C(=O)/C(=C/c2cccn2C)SC1=S (stereo not drawn)
(59) CC1(C)CC(=O)C2=C(C1)Nc1ccccc1N(C(=O)C1CC1)C2c1ccco1 (stereo not drawn)
(60) Cc1cc(=O)[nH]c(N/N=C/c2cc(C)n(CC(F)(F)F)c2C)n1
(61) COC(=O)c1ccccc1Oc1nc(Cl)cc(OC)n1
(62) COc1ccccc1-c1nc2cc3ccccc3cc2nc1-c1ccccc1OC
(63) CC(C)Oc1ccc(C(=O)Nc2ccccc2N2CCOCC2)cc1
compound no.	57	58	59	60	61	62	63
zVAD death inh	4.1	0.8	1.1	0.8	-0.5	0.6	2.2
thrombin 1536	-15	-13	-15	1	0	-14	1
FXIIa inh	3	5	7	7	0	-1	9
Cl transport mod	-0.0019	2.7	-0.43	0.46	-0.097	-1.7	.
FXIa inh	-2	2	-5	4	8	-3	1
TNF death inh	-1.5	2.8	1.6	-5.2	2.6	-2.5	1.7
KLK5 inh	-10	-28	-2	2	-4	-3	2
Hck-Nef inh	3	3	21	21	0	-1	18
Rad51 HR inh	-8	-89	-4	16	-5	-17	14

High-throughput results (PubChem)
